Compound activity as filed in PubChem.
HSF1 activator: HSF-1 activators, primary screen, NIH3T3-HGL cells, MG132 stress, luminescence, single point | NIH3T3-HGL HSF-1 luciferase reporter, 8 h; 100% = twice DMSO control signal | 300,000 compounds, 1.7% hits | activation, % at 9 µM | AID 504408, 2011;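 active means mean replicate activation of at least 50% with a set share of replicates each reaching 50%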;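 further: 0% = median of the neutral control wells and 100% = twice that signal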
Platelet DG rel: inhibitors of platelet dense granule secretion, primary screen, cell-based, MLPCN, human platelets | AID 1663, 2009 | 300,000 compounds, 0.22% hits | human platelet-rich plasma, SFLLRN dense granule ATP release, luminescence | inhibition, %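 (compounds screened at 7.5 µM in platelet-rich plasma)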;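 active means mean replicate score, as percent of positive control, at or above 50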
HDAC3 inh: HDAC3 deacetylase inhibitors, primary screen, biochemical, fluorescence, cell-free homogeneous; recombinant HDAC3, fluorogenic peptide/trypsin coupled; Histone deacetylase 3 (Homo sapiens), O15379; inhibition, % at 8.3 µM; 320,000 compounds, 0.15% hits; in the data active means inhibition above about 26%, passing the limit was not always enough
Target sequence (O15379 whole entry, looked up): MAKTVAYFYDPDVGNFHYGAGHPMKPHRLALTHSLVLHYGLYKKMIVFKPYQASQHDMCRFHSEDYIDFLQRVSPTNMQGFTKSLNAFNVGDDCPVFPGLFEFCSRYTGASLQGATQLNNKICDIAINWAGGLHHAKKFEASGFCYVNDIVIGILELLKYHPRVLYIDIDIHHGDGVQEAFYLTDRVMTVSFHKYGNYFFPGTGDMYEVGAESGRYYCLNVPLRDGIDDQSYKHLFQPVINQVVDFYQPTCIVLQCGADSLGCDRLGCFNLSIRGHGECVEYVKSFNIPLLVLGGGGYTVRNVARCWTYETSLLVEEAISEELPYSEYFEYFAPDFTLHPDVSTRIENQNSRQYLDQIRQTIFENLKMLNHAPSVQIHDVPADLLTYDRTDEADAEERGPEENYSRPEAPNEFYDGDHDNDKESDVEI
GSK3B inh: human GSK3beta kinase inhibitors, primary screen, biochemical, cell-free homogeneous, HTS | activity score (negative = inhibition), % at 10 µM | Glycogen synthase kinase-3 beta (Homo sapiens), P49841 | 300,000 compounds, 0.038% hits | GST-GSK3beta kinase, ADP-Glo luminescence, 60 min; hits give low values;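 active means more than half of replicate wells score below -50%, meaning over 50% inhibition versus plate controls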;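 further: 0% = median DMSO wells and -100% = median GW8510 positive control wells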
Target sequence (P49841 whole entry, looked up): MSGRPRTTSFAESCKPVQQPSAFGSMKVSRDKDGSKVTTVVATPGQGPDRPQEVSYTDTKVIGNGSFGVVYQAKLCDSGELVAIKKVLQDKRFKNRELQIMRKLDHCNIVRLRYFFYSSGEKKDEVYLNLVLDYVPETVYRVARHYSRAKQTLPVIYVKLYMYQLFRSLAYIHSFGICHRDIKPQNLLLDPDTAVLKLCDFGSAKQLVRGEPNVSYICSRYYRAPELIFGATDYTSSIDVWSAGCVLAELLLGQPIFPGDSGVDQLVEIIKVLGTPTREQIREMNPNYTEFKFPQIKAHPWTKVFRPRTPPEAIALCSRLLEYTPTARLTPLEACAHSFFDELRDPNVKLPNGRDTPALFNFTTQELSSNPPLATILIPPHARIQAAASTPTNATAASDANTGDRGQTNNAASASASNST
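test system = GST-tagged human GSK3beta kinase, cell-free | reagent = 25 µM ATP with peptide substrate | dosing = one dose of 10 µM per compound | schedule = 60 min reaction, RT | detection = luminescent ADP-Glo measurement of ADP formed | control set = DMSO neutral wells and GW8510 at 20 µM as positive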
GSK3A inh: blockers of GSK3A enzyme activity – biochemical, luminescence, cell-free homogeneous, HTS, primary screen | Glycogen synthase kinase-3 alpha (Homo sapiens), P49840 | GSK-3 alpha kinase, ADP-Glo luminescence, 60 min | inhibition, % at 10 µM | 320,000 compounds, 0.1% hits;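 in the data active means inhibition above about 50%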;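 further: GST-tagged GSK-3 alpha with peptide substrate and 25 µM ATP; 0% = DMSO neutral wells and 100% = GW8510 positive control wells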
AI-2 QS modul: Vibrio harveyi AI-2 quorum sensing modulators, primary screen, JMH597 strain, luminescence/OD600 ratio. 300,000 compounds, 0.4% hits. Vibrio harveyi JMH597 AI-2 luminescence/OD600 ratio, 9 h; hits give low values; strain lacks LuxN and CqsS sensors; 0 = neutral-control median. activity change, % at 7.5 µM; in the data active means activity change below about -75%, passing the limit was not always enough;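 further: luminescence divided by OD600 gain over 9 h not by final OD600 alone; inactives centre near 13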
DYRK1A inh: rat Dyrk1A kinase inhibitors, primary screen, biochemical, single point, plate reader; 310,000 compounds, 0.43% hits; AID 504441, 2011; inhibition, % at 12.5 µM; ADP-Glo luminescence, NFATc1 peptide; in the data active means inhibition above about 50%;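 further: plate controls were vehicle with enzyme for no effect and no enzyme for full effect; many of its hits are not listed in these tables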
HSF1 inh: HSF1 inhibitors in luciferase reporter cells, primary screen, cell-based, NIH3T3, luminescence | NIH3T3-HGL HSE-luciferase, MG132-induced, luminescence 8 h; hits give low values | activity change, negative = inhibition, % at 7.5 µM (by protocol) | 300,000 compounds, 0.77% hits | AID 2098, 2009;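 active means more than half of replicate wells show activity change below -50%, luminescence cut by over half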;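 further: luciferase reports HSF-1 transcriptional activity via heat shock element; 0% = median of DMSO wells and -100% = zero luminescence signal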
HSP90 refold inh: HSP90 inhibitors, primary screen, cell lysate, luminescence; Heat shock protein HSP 90 (rabbit reticulocyte lysate; luciferase refolding); Rabbit reticulocyte lysate, luciferase refolding luminescence, 3 h; inhibition, % at 5.6 µM; 290,000 compounds, 0.91% hits; AID 1789, 2009;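 active means inhibition above the screen-wide mean plus 3 SD, computed separately per campaign, cut at about 16% in these data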;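 further: 0% = DMSO wells and 100% = 60 µM geldanamycin wells; inhibitors lower the luminescence because luciferase stays unfolded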
PolyA inh: polyadenylation inhibitors in yeast reporter cells, primary screen, luminescence, S. cerevisiae. S. cerevisiae SKY197-pL101 polyadenylation reporter, beta-gal luminescence; efflux-impaired pdr1/pdr3 knockout yeast; score 100 = 6 SD above DMSO. calls only at 12 µM. 300,000 compounds, 0.02% hits;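 active means lowest replicate activity score at least 50, where 100 means six control SD above control mean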;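 further: yeast exposed to compound for 9 h at 30 °C; higher score means more reporter readthrough which indicates perturbed polyadenylation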
* = called active by the depositor; i = inactive; · = not tested or not shown. The list is partial. The share of hits here may be higher or lower than overall.

SMILES | HSF1 activator | Platelet DG rel | HDAC3 inh | GSK3B inh | GSK3A inh | AI-2 QS modul | DYRK1A inh | HSF1 inh | HSP90 refold inh | PolyA inh
O=C(NCCC(=O)N1CCN(c2ccccn2)CC1)c1ccc(Br)cc1 | 1 | -8 | 4 | 4 | -1 | 7 | 3 | 2 | · | i
CCOc1ccc(CN2CCCC(CO)(Cc3ccc(F)cc3)C2)cc1 (stereo not drawn) | -5 | -3 | 5 | 1 | 0 | 12 | 2 | 3 | 6 | i
CNC(=O)NC(=O)C(C)N1CCN(C/C=C/c2ccccc2)CC1 (stereo not drawn) | -2 | 8 | -5 | -1 | -1 | 0 | 0 | 0 | 2 | i
CCNC(=O)NC(=O)C(C)OC(=O)c1oc2ccc(OCC)cc2c1C (stereo not drawn) | -17 | 3 | 2 | -7 | 2 | -3 | -5 | -1 | 3 | i
O=C1C2CC(O)CN2C(=O)N1c1ccccc1 (stereo not drawn) | 5 | -1 | -2 | 5 | 0 | 7 | -1 | -4 | 3 | i
CCCCN(CC)CCNC(=O)c1cc2c(-c3ccc(Cl)cc3)nn(C)c2s1 | -7 | -1 | -75 | -11 | 10 | 5 | 1 | -7 | 0 | i
COc1ccc(N(C(=O)Nc2ccc(Cl)cc2)C2=NCCC2)cc1 | 8 | -7 | 5 | 3 | -3 | 95 | 0 | 0 | -2 | i
Cn1c(SCC(=O)Nc2ccccc2F)nc2c(c1=O)SCC2 | -50 | -5 | 0 | -2 | 1 | -8 | -4 | -35 | 3 | i
Oc1c(CN2CCCCC2)cc(COCc2ccccc2)c2cccnc12 | 4 | 7 | 2 | -5 | -2 | 29 | 0 | -3 | 1 | i
Cc1cc(C)n(C(=O)CNC(=O)C2COc3ccccc3O2)n1 (stereo not drawn) | 21 | 1 | -7 | -4 | -4 | 19 | 3 | -4 | 3 | i
O=C(OCn1nnc2ccccc2c1=O)C1CCN(S(=O)(=O)c2cccs2)CC1 | -19 | 7 | 8 | 1 | -5 | 28 | -1 | -1 | -1 | i
CCN(CC(=O)NCc1ccc(F)cc1)Cc1nc2cc(Cl)ccc2c(=O)[nH]1 | · | · | 1 | · | -1 | · | 5 | · | -2 | ·
Cc1cccc(C)c1NC(=O)CN(c1ccccn1)S(=O)(=O)c1ccccc1 | -4 | 2 | -11 | 1 | 3 | 19 | 1 | 3 | 0 | i
COC(=O)c1cc(C(=O)OCC(=O)NC2CCS(=O)(=O)C2)cc([N+](=O)[O-])c1 (stereo not drawn) | -3 | 1 | -8 | -5 | -2 | 21 | -4 | -4 | 2 | i
COc1ccccc1C(=O)Nc1ccc2c3c(cccc13)CC2 | 26 | 4 | 11 | 3 | 0 | 29 | 1 | 18 | 1 | i
COc1ccc(CN2C(=O)N(c3ccccc3)C(=O)C2CC(=O)Nc2ccccc2)cc1OC (stereo not drawn) | -23 | 4 | 1 | 0 | 2 | 26 | 6 | -6 | -1 | i
Cc1cc(NC(=O)c2cccs2)n(-c2ccccc2)n1 | -10 | 4 | 0 | 3 | -2 | 22 | 2 | -5 | 1 | i
S=C(NCCc1ccccc1)NCC(c1ccco1)N1CCCCC1 (stereo not drawn) | -29 | 2 | -4 | 1 | 0 | 30 | 0 | -10 | 1 | i
CCOP(=O)(OCC)c1nc(-c2ccc(Cl)cc2Cl)oc1N1CCCCC1 | 38 | -3 | 6 | 1 | 1 | 5 | -2 | 16 | 1 | i
CC1=C(C(=O)N2CCCCC2)C(c2cccs2)NC(=O)N1 (stereo not drawn) | 0 | 1 | 1 | -2 | -1 | 17 | 5 | -8 | 3 | i

2 compounds drawn at random from the list so far:
SMILES | HSF1 activator | Platelet DG rel | HDAC3 inh | GSK3B inh | GSK3A inh | AI-2 QS modul | DYRK1A inh | HSF1 inh | HSP90 refold inh | PolyA inh
COc1ccc(CN2C(=O)N(c3ccccc3)C(=O)C2CC(=O)Nc2ccccc2)cc1OC (stereo not drawn) | -23 | 4 | 1 | 0 | 2 | 26 | 6 | -6 | -1 | i
Cc1cc(NC(=O)c2cccs2)n(-c2ccccc2)n1 | -10 | 4 | 0 | 3 | -2 | 22 | 2 | -5 | 1 | i

Next part
SMILES | HSF1 activator | Platelet DG rel | HDAC3 inh | GSK3B inh | GSK3A inh | AI-2 QS modul | DYRK1A inh | HSF1 inh | HSP90 refold inh | PolyA inh
Cc1cccc(OCc2nnc(SCC(=O)Nc3cccc(C(=O)N4CCOCC4)c3)o2)c1C | 1 | -3 | · | -3 | · | 15 | -8 | 1 | 2 | i
Cc1ccc(-c2[nH]c3cc(C(=O)NCCCn4ccnc4)ccc3c(=O)c2O)cc1 | 22 | -7 | -6 | 3 | -3 | 6 | -3 | -1 | · | i
COc1cccc(C(=O)NCCS(=O)(=O)N(C)C2CCCCC2)c1 | 1 | 21 | 3 | -1 | -1 | 14 | · | -2 | · | i
COCCn1nnnc1CN1C2CCCC1CC(NC(C)=O)C2 (stereo not drawn) | -10 | -3 | 8 | 3 | 0 | 30 | -2 | 7 | -4 | i
Cc1ccc(OCC(=O)N(Cc2ccco2)C2CCS(=O)(=O)C2)cc1C (stereo not drawn) | -16 | 5 | · | -2 | 1 | 20 | 1 | -6 | -3 | i
CCN(CC)c1ccc2c(c1)C(=O)N(C)C2=O | 16 | -10 | 6 | -4 | 1 | 21 | 1 | 4 | -3 | i
C=CCN1C(=O)/C(=C2/C(=O)N(CC(=O)O)c3ccccc32)S/C1=N/c1nccs1 | -4 | 0 | · | -14 | · | 28 | · | -7 | 0 | i
CC(C)CN(C(=O)COC(=O)c1cc2ccccc2oc1=O)C1CCS(=O)(=O)C1 (stereo not drawn) | 2 | 7 | · | 1 | · | 9 | · | 0 | 1 | i
CC(C)(C)C(=O)Nc1cccc(-c2cc(-c3c(Cl)cccc3Cl)no2)c1 | 54* | -6 | 4 | -1 | -1 | 4 | · | 19 | 2 | i
Cc1cc(NNC(=O)c2cccc(C(F)(F)F)c2)nc2c1c(C)nn2C | -2 | 6 | 4 | -2 | -1 | 0 | -4 | -4 | -2 | i
CCc1ccc(C(=O)NC2CCCCC2)s1 | 54* | 11 | 1 | 2 | -5 | 18 | 2 | 26 | -1 | i
Cc1ccc2c(c1)N(CC(=O)NC1CCCc3ccccc31)C(=O)CO2 (stereo not drawn) | 3 | -3 | -2 | 2 | -2 | -2 | 0 | -8 | 0 | i
CC(OC(=O)c1cc[n+]([O-])cc1)C(=O)Nc1ccc(Cl)cn1 (stereo not drawn) | -7 | 4 | 5 | -6 | 6 | 11 | -2 | -4 | -4 | i
COc1ccc(NC(C)=O)cc1S(=O)(=O)N1CCN(C/C=C/c2ccccc2)CC1 | -6 | 1 | -4 | 1 | -2 | 5 | 0 | 1 | 4 | i
COc1ccc(CCN(Cc2nc(-c3ccccc3)no2)Cc2nc(-c3ccccc3)no2)cc1OC | -1 | · | -5 | 0 | 4 | 18 | -5 | 4 | 5 | i
CC(C)CCN1C(=O)c2cccc3c(N)ccc(c23)C1=O | -5 | 3 | 0 | 4 | -2 | 15 | 8 | -1 | · | i
Cc1ccc([N+](=O)[O-])cc1S(=O)(=O)Nc1ccc(OCC(=O)N2CCOCC2)cc1 | -2 | -18 | · | -5 | -3 | 4 | -3 | -2 | 2 | i
COc1ccc(OC)c(C(=O)CSc2nnc(-c3cccs3)n2C)c1 | -2 | -1 | 3 | 3 | -1 | 33 | 13 | 9 | -3 | i
COc1cc(NC(=O)Cn2nc(C(F)(F)F)c(Br)c2C)cc([N+](=O)[O-])c1 | 3 | -1 | 11 | -1 | -1 | 16 | -1 | 1 | 1 | i
CCOC(=O)Cn1nc(C)n(-c2ccccc2)c1=O | -7 | -1 | -2 | 1 | -1 | 21 | 0 | -5 | -1 | i
CCOc1ccc2nc(NC(=O)c3ccc(S(=O)(=O)N4CCOCC4)cc3)sc2c1 | -59 | 4 | -9 | 0 | 3 | 11 | 0 | -47 | 2 | i
CC1(C)CC(=O)C2=C(C1)NC1=C(C(=O)c3ccccc31)C2c1ccc(Cl)cc1 (stereo not drawn) | 15 | -1 | 3 | -1 | -1 | 17 | -3 | 15 | 4 | i
Cc1cccnc1NC(=O)c1cccc(S(=O)(=O)NCc2ccccc2)c1 | -9 | 35 | 2 | -1 | -4 | 10 | 3 | -5 | · | i
Cn1c(=O)c2c(nc(CN3CCN(CCO)CC3)n2CCc2ccccc2)n(C)c1=O | 10 | 1 | 0 | 4 | -3 | 17 | -9 | -2 | -1 | i
COc1ccc(N2CCN(CC(O)COc3ccc([N+](=O)[O-])cc3)CC2)cc1 (stereo not drawn) | 12 | -4 | -5 | 2 | -1 | 27 | 4 | 0 | 4 | i
CC(C)c1onc(C(=O)NCCc2ccccc2)c1[N+](=O)[O-] | 61* | 3 | -8 | -1 | -8 | 3 | 8 | 11 | 4 | i
CC1(C)N=C2C(=[N+]1[O-])CCC/C2=N\O | 8 | -2 | 2 | 0 | 1 | 19 | 5 | -8 | 0 | i
Cc1c(C(=O)N2CCCCC2)c(S(=O)(=O)NCCc2ccccc2)c(C)n1C | 14 | -5 | 5 | 5 | 0 | 2 | -9 | 4 | -4 | i
CC(=O)N1CCCc2cc(S(=O)(=O)Nc3cccc(C)c3C)ccc21 | 9 | 8 | -1 | 2 | -1 | · | 0 | 2 | -1 | i
Cn1cccc1CNC(=O)Nc1ccc(Cl)c(Cl)c1 | · | 8 | 2 | -1 | -3 | -49 | -4 | · | 0 | i
Cn1cc(C(=O)NS(=O)(=O)Nc2ccc(Br)cc2)c2ccccc21 | -11 | -2 | -4 | 6 | -1 | 27 | -2 | 5 | 1 | i
COc1ccc(CNC(=O)CN(C(=O)CCC(=O)Nc2nccs2)c2ccccc2C)cc1 | 11 | -1 | -11 | 2 | 7 | 8 | -1 | -1 | -1 | i
CCOc1ccccc1N1CCN(C(=S)NC(=O)C23CC4CC(CC(C4)C2)C3)CC1 | 13 | 1 | 4 | 1 | -1 | 2 | -3 | 6 | 3 | i
O=S(=O)(c1ccccc1)N1CCN(c2nnc(-c3ccccc3)c3ccccc23)CC1 | -3 | -4 | · | -2 | -2 | 13 | -5 | 7 | 1 | i
COc1ccc(C2C(C(=O)C(C)(C)C)=C(O)C(=O)N2Cc2ccccc2)cc1 (stereo not drawn) | 11 | 0 | 0 | -5 | -4 | 19 | 16 | 7 | 2 | i

Limited to PolyA inh, Platelet DG rel and DYRK1A inh, for some of the entries so far:
mol | PolyA inh | Platelet DG rel | DYRK1A inh
CCNC(=O)NC(=O)C(C)OC(=O)c1oc2ccc(OCC)cc2c1C (stereo not drawn) | i | 3 | -5
O=C1C2CC(O)CN2C(=O)N1c1ccccc1 (stereo not drawn) | i | -1 | -1
